RMI-FANCM inh = disruptors of RMI1/RMI2 association with MM2 peptide – biochemical, fluorescence polarization, human, primary screen; RMI core complex (RMI1/RMI2) binding to FANCM MM2 peptide, human; RMI core complex with F-MM2 peptide; stronger effect = lower value; FP signal (polarization) at 33 µM; 70,000 tested, 0.58% active; in the data active = FP signal below about 40; also: inactives centre near 61; strong numbers were not always called active; unit not given here
Active calls of the source: *; & = joins results of further samples. Only part of the results is shown (hit frequency here may not be typical).

SMILES	RMI-FANCM inh
Cc1onc(-c2ccccc2Cl)c1C(=O)Nc1c2c(nn1C(C)(C)C)CS(=O)(=O)C2	61
Cc1cc(OCC(=O)O)cc2c1C(=O)CC(C)(C)O2	61
CC(C)NC(=O)NNC(=O)c1csc(-c2ccncc2)n1	44
CCCCN(C)S(=O)(=O)c1ccc(C(=O)Nc2cccc(Cl)c2Cl)cc1	73
[O-]/[N+](=C\c1ccco1)c1ccc(Cl)cc1	66
O=C(O)c1cccc(N=Cc2ccc(O)c([N+](=O)[O-])c2)c1	54
COc1ccc2oc(-c3csc(NC(=O)c4ccc5c(c4)OCO5)n3)cc2c1	78
CN(CCC#N)S(=O)(=O)c1cccc2nsnc12	58
C=CC[N@@+]12CC[C@]34c5ccccc5N5/C=C6\C7N(/C=C(\C53)[C@@H](C[C@@H]41)/C(=C/CO)C2)c1ccccc1[C@@]71CC[N@@+]2(CC=C)C/C(=C\CO)[C@@H]6C[C@@H]12 (some centres not stated)	62
COc1ccc(-c2nn3c(NCCCN4CCOCC4)cc(C)nc3c2C)cc1OC	61
O=S(=O)(NCCOc1ccc2c(c1)OCO2)c1ccccc1	60
Cc1cc(C(=O)Oc2ccc(Cl)cc2)no1	62
Cc1cc(C)cc(OCCNC(=O)CCSc2ccccc2)c1	61
Cc1cc(=O)[nH]c2n[nH]c(=S)n12	58
O=C(CC1CSc2nc3c(cnn3-c3cccc(Cl)c3)c(=O)n21)NCC1CCCO1 (configuration not stated)	68
CCCOC(=O)CC1C(=O)NCCN1C(=O)CCCC(=O)O (configuration not stated)	67
COC(=O)CSc1ccc([N+](=O)[O-])c(SCC(=O)OC)n1	55
COc1cc(C(=O)Nc2ccc(N3CCCCC3=O)c(C)c2)c([N+](=O)[O-])cc1OC	51
O=C(/C=C/c1cccc(F)c1)c1ccc[nH]1	36
Cc1ccc(C(=O)Nc2cc(-c3cccs3)nn2-c2nc(C)c(C)c(=O)[nH]2)cc1	63
CSC(=Nc1ccc(C(C)C)cc1)NC#N	62
Cc1ccccc1Cn1cnc2c(cnn2CCNC(=O)c2ccc(F)c(F)c2)c1=O	68
Cc1cccc(N2CC(C(=O)Nc3nnc(SCC(=O)NCc4ccco4)s3)CC2=O)c1 (configuration not stated)	54
O=S(=O)(CCN1C=CC(C(F)(F)F)=NCC1)c1ccc(Cl)cc1Cl	56
O=S(=O)(Oc1ccnc2cc(Cl)ccc12)N1CCCCC1	64
COc1ccccc1-c1nnc(SCC(=O)NNC(=S)Nc2ccc(C)c(C)c2)n1-c1ccccc1	58
CCOC(=O)c1c(N/C=C(/C#N)c2nc(-c3cc4ccccc4oc3=O)cs2)sc(C)c1C	63
CCOc1ccccc1NC(=O)Cc1csc(NC(=O)C2CCC(=O)N2)n1 (configuration not stated)	78
O=C(COc1ccccc1Cl)NCCCn1nc(-c2ccc(F)cc2)ccc1=O	68
COc1ccc(-c2cn3cccnc3n2)cc1NC(=O)Nc1cccc(Cl)c1	75
CCOC(=O)c1c(C)noc1-c1csc(-c2ccccc2)n1	58
CCn1ccc(C(=O)Nc2nnc(-c3cc(C)nn3C)o2)n1	64
CCOC(=O)/C(C#N)=C/N=C(N/N=C\c1ccc(Cl)cc1)SC	56
CN1/C(=C\C=Nc2cccc(C(=O)O)c2)C(C)(C)c2ccccc21	500
N#CC1=C(N)C(C#N)(C#N)C2(CCCC2)C2CCC=C12 (configuration not stated)	52
COc1ccc(N2CCN(c3ccc(NC(=O)c4ccc(OC)c(OC)c4)cc3C#N)CC2)cc1	60
Cc1ccc2nc(N(Cc3ccccc3)C(=O)c3ccn(C)n3)sc2c1	78
CC(C)(C)c1ccc(C(=O)NCC(=O)N/N=C\c2ccco2)cc1	62
N#C/C(=C\c1ccc2c(c1)OCO2)C(=O)c1ccco1	50
CCn1nc(C(=O)Nc2nc(-c3cc4ccccc4o3)cs2)cc1C	67
N#Cc1ccc(CO/N=C(/N)c2ccc(Cl)cc2)cc1	54
Cc1ccc(NC(=O)Nc2ccc(OCc3ccccc3)cc2)cc1NS(C)(=O)=O	58
COCCNc1oc(-c2ccc([N+](=O)[O-])cc2)nc1C#N	60
CC(NC(=O)C(=O)NCCN1CCN(c2ccc(F)cc2)CC1)c1ccccc1 (configuration not stated)	64
CC(C)(C)S(=O)(=O)/C(C#N)=C/N/N=C\c1c(Cl)cccc1Cl	58
O=C(CNC(=O)c1ccco1)N/N=C\c1ccccc1	61
O=C(Nc1ccc(Cl)c(N2CCCS2(=O)=O)c1)c1ccccc1C(F)(F)F	58
CN(C)c1ccc(/C=N\NS(=O)(=O)c2cc(Cl)c(Cl)cc2Cl)cc1	50
Cc1cc(NC(=O)CCCS(=O)(=O)c2ccc(Cl)cc2)n(C)n1	67
CC1(C)OC2OC(C(=O)NCC(=O)Nc3ccccc3)C3OC(C)(C)OC3C2O1 (configuration not stated)	60
Cc1nnc2ccc(-c3cccc(NC(=O)c4ccc(Br)cc4)c3)nn12	63
Cc1nc(SCc2ccccc2)[nH]c(=O)c1CC(=O)NC(C)CCc1ccccc1 (configuration not stated)	63
O=C(CSc1nccn(-c2cccc3ccccc23)c1=O)NC1CCCCC1	58
OC(CNC1Cc2ccccc2C1)COc1ccc(Cl)cc1 (configuration not stated)	60
Nc1nc(-c2ccc(Br)s2)cs1	60
Cc1cc(C)c2nc(N(CCn3cccn3)C(=O)c3cc4ccccc4o3)sc2c1	66
Cc1cc(=O)[nH]c(-n2nc(C)cc2NC(=O)Nc2ccccc2)n1	61
Cc1ccc(C)c(S(=O)(=O)NCCn2ncc3c(N4CCCCCC4)ncnc32)c1	59
Cc1cccc(Oc2cc(NC(=O)c3nc4nc(-c5ccccc5)cc(C(F)(F)F)n4n3)cc([N+](=O)[O-])c2)c1	52
COC(=O)c1ccc(NC(=O)Cc2c(C)nc(SC(C)c3ccccc3)[nH]c2=O)cc1 (configuration not stated)	63
More records.
SMILES	RMI-FANCM inh
COC(=O)c1ccc2c(=O)n(CCCC(=O)NC3CCCCC3)c(=S)[nH]c2c1	61
O=C(NCCN1CCOC(c2ccccc2)C1)c1c(F)cccc1Cl (configuration not stated)	72
CC(C(=O)c1cccc(Cl)c1)n1cnc(-c2ccccc2)cc1=O (configuration not stated)	67
CC(=O)Nc1cccc(NC(=O)c2csc(Nc3ccccc3)n2)c1	61
Cc1ccc(N2CCN(CC(O)COc3ccc4c(c3)CCC4)CC2)cc1Cl (configuration not stated)	65
Cc1nn(C(=O)CCCOc2ccc(Cl)cc2Cl)c(C)c1Sc1ccccc1[N+](=O)[O-]	64
CC(NS(=O)(=O)c1cccc(Cl)c1)C(=O)Nc1ccc(-c2nc3ccccc3s2)cc1 (configuration not stated)	86
N#CC(C#N)=c1ccc(=C(C#N)C#N)cc1	62
COC(=O)c1ccc(NC(=O)CSc2ncc(CO)n2Cc2ccc(F)cc2)cc1	51
CC(C)N(C(=O)Cn1nc(C2CC2)c2cnn(-c3cccc(Cl)c3)c2c1=O)C(C)C	69
O=C(CCCn1nc(-c2ccc(Cl)cc2)ccc1=O)Nc1ccc(F)c(Cl)c1	76
O=C(CSc1ccc(NC(=O)c2cccs2)nn1)Nc1ccc2c(c1)OCO2	78
COC(=O)c1ccc(C(=O)Nc2nnc(-c3ccc4c(c3)CCCC4)o2)cc1	61
Cc1cccc(CC(=O)NCCn2ncc3c(=O)n(Cc4cccc(F)c4)cnc32)c1	67
O=C(NC1CCCCCC1)c1n[nH]c2ccccc12	55
O=C(Nc1nc(-c2ccccc2)ns1)c1ccncc1	73
Nc1c(-c2nc(-c3ccccc3F)no2)nnn1-c1ccc(Br)cc1	59
COC(=O)C[C@H]1C(C)(C)C(=O)[C@@H]2CC3=C4CC(OC)O[C@@H](c5ccoc5)[C@]4(C)CCC3[C@@]1(C)C2=O (some centres not stated)	56
O=C(Nc1cc(Cl)cc(Cl)c1)c1cc(Cl)ccc1O	63
O=C(NCC1CCCO1)C(=O)Nc1ccc(Cl)c(N2CCCS2(=O)=O)c1 (configuration not stated)	66
CCOC(=O)C(=O)Nc1cc(C)nn1-c1nc2c(c(=O)[nH]1)CCC2	67
O=C(COc1coc(CN2CCc3ccccc3C2)cc1=O)NCc1ccco1	56
Cc1ccccc1Cn1nc2n(Cc3ccccc3)c(=O)c3ccc(C(=O)NCC(C)C)cc3n2c1=O	89
COc1ccc(S(=O)(=O)NC2CCS(=O)(=O)C2)cc1C (configuration not stated)	54
CCOc1ccc(NC(=O)CSc2nc(-c3ccc(OC)cc3)nc3c2Cc2c(CO)cnc(C)c2O3)cc1	60
O=C(COc1ccc(Cl)cc1Cl)NC(=S)NCCC1=CCCCC1	60
COC(=O)c1ccc(C(=O)N=c2sc3cc4c(cc3n2C)OCO4)cc1	83
Cc1cc(C)cc(NC(=O)CSc2nc(N)c(NC(=O)c3ccc(Br)o3)c(=O)[nH]2)c1	69
COc1ccc2nc(-c3ccc(OC)c(NC(=O)Cc4ccc(Cl)cc4)c3)cn2n1	107
COc1cc2c(cc1OC)CN(C(=O)CSc1ncnc3scc(-c4ccc(Cl)cc4)c13)CC2	93
Cc1ccc([N+](=O)[O-])c(NC(=O)NC(=O)c2c(Cl)cccc2Cl)c1C	53
O=C(CSc1nnc(NC(=O)NC2CCCCC2)s1)Nc1cccc([N+](=O)[O-])c1	56
CC(C)CN1C(=O)CC(Nc2ccc(N(C)C)cc2)C1=O (configuration not stated)	50
C=CCn1c(-c2ccc(Cl)cc2)csc1=NC(C)(C)C	60
CC(C)c1nnc(SCC(=O)NCc2ccco2)c2c1cnn2-c1ccc(F)cc1	62
O=C(CSc1nnc2ccc(-c3cccnc3)nn12)Nc1nc2ccccc2s1	64
CC(C)N1CCC(CNC(=O)c2ccccc2C(F)(F)F)CC1	68
CCc1c(C)nc(SCC(=O)OC)[nH]c1=O	64
COc1ccc(C(F)(F)F)cc1NC(=O)CCCn1nc(-c2ccc(F)cc2)ccc1=O	70
COc1ccc(S(=O)(=O)Nc2ccc3c(c2)N(C(C)=O)CC3)c(C)c1	71
Cc1cccc2sc(NC(=O)c3ccc(F)cc3)nc12	58
Cc1ccc(C(CNS(=O)(=O)c2ccc(Cl)cc2)N2CCOCC2)cc1 (configuration not stated)	53
CS(=O)(=O)N1CCCc2cc(NC(=O)CN3C(=O)c4ccccc4C3=O)ccc21	53
CCOC(=O)/C=C/C(=O)Nc1ccc(S(=O)(=O)Nc2nnc(CC)s2)cc1	57
Cc1ccc(S(C)(=O)=NC(=O)NC(=O)c2c(F)cccc2Cl)cc1 (configuration not stated)	57
CCOc1ccccc1C(=O)NCCn1ncccc1=O	64
Fc1ccc(Oc2ccc3nnc(-c4ccccc4)n3n2)cc1	56
COc1ccc(OC)c(-c2ccc(=O)n(Cc3c(F)cccc3Cl)n2)c1	52
O=C(NCc1ccc(F)cc1)N1CCC(c2nnc(-c3ccco3)s2)CC1	63
COc1ccc(/C=N\NC(=O)c2sc(=S)n(-c3ccccc3)c2N)cc1	54
O=S(=O)(NCc1csc2ccc(Cl)cc12)c1cc(S(=O)(=O)c2ccccc2)cs1	58&56&107
O=C(Cn1cc(-c2nnc(-c3ccco3)o2)c2ccccc21)NCc1ccccc1	122
Cc1ccc(C(=O)NCC(O)c2ccccc2)cc1 (configuration not stated)	50
C(=C\CSc1ccccn1)/CSc1ccccn1	62
O=C(NCC1CCN(C2CCCC2)CC1)C(=O)Nc1ccon1	76
S=c1[nH]nc(-c2ccncc2)n1Cc1ccccc1	53
Cc1cc(S(=O)(=O)Nc2ccc3c(c2)CN(C(=O)c2cccs2)CC3)ccc1F	69
COc1ccc(-n2c(C)nc3ccc(NS(=O)(=O)c4ccc(F)cc4)cc3c2=O)cc1	62
Cc1ccc(SCCC(=O)Nc2ccc([N+](=O)[O-])cc2)cc1	51
CCOC(=O)CNc1ccc(Cl)c(Cl)c1	54
More entries
SMILES	RMI-FANCM inh
COc1ccc(CCNC(=O)C(C#N)c2nc3ccccc3nc2N2CCCC2)cc1OC (configuration not stated)	74
Cc1ccc(C)c(S(=O)(=O)Nc2ccc3c(c2)C(=O)NCCO3)c1	65
O=C(O)/C=C\C(=O)NCc1ccc2c(c1)OCO2	59
CC(=O)Oc1cn(C(C)=O)c2ccccc12	57
COCCNC(=O)Cc1ccc(-n2c(=O)c3ccccc3n(Cc3cccc(Cl)c3)c2=O)cc1	57
COC(=O)c1sc2ccccc2c1OC(=O)c1cccnc1Oc1ccccc1	58
COc1cc2[nH]c3c(=O)n(CC(=O)NCc4ccc(C)o4)cnc3c2cc1OC	92
O=c1[nH]c(SCc2nc(-c3ccc(F)cc3)no2)nc2ccsc12	82

Screens deposited in PubChem by Small Molecule Screening Facility, UW Madison.
